# Screening results (PubChem BioAssay)
# RNase H inhibition = RNase H inhibition, HIV 1 Gag Pol polyprotein, FRET biochemical assay, screening (AID 372). HIV-1 RT RNase H, FRET RNA/DNA substrate fluorescence; higher % means a stronger effect. inhibition, % at 10 µM, or IC50 in µM where a hit was titrated. actives 0.77% (n = 100,000); in the data active = inhibition above about 50%
# Active calls of the source: *. The list is partial; the hit share may differ from the screen's.
item	canonical_smiles	RNase H inhibition
1	O=C(N=Nc1c(O)[nH]c2c(Br)cc(Br)cc12)c1cccc(F)c1	0%
2	CCOC(=O)C1=C(C)N=c2s/c(=C/c3ccc(-c4ccc([N+](=O)[O-])cc4)o3)c(=O)n2C1c1cccs1 (stereo unspecified)	0%
3	CCCC(=O)Nc1ccc(NC(=O)/C=C\c2ccc(-c3ccccc3[N+](=O)[O-])o2)cc1	22%
4	Cc1cc(Cl)cc(Cl)c1OCC(=O)Nc1cccc(C(F)(F)F)c1	23%
5	CC(=O)c1cccc(N=Cc2nc(-c3ccccc3)oc2O)c1	9%
6	COc1ccc(C2NC(=O)NC(C)=C2C(=O)Nc2ccc(C)cc2)cc1OC (stereo unspecified)	0%
7	O=C(CC1SC(=O)NC1=O)Nc1ccccc1NC(=O)CC1SC(=O)NC1=O (stereo unspecified)	2%
8	CCCN1C(=O)c2ccccc2NC1c1ccc(C)cc1 (stereo unspecified)	0%
9	Cc1cc(C)nc(NS(=O)(=O)c2ccc(NC(=O)c3cc4cc([N+](=O)[O-])ccc4s3)cc2)n1	0%
10	COc1ccc(NC(=O)Nc2ccc(Cl)c(Cl)c2)cc1OC	4%
11	Cc1ccc(C(=O)Nc2sc3c(c2C#N)CCCC3)cc1S(=O)(=O)N1CCOCC1	22%
12	O=c1c2cnn(-c3ccccc3)c2nc(-c2ccccc2)n1-c1ccccc1	0%
13	CC(C)c1ccc(NC(=O)c2ccccc2I)cc1	4%
14	Oc1cccc(CN2CCN(c3ccccn3)CC2)c1	9%
15	COC(=O)c1ccc(N2C(=O)c3ccc(-c4nc5ccccc5c(=O)o4)cc3C2=O)cc1	9%
16	Cc1nn(Cc2ccccc2)c(C)c1S(=O)(=O)O	3%
17	C/C(=N\NC(=O)c1cccc(F)c1)c1ccc2ccccc2c1O	5%
18	COc1ccc(-c2csc(NC(=O)c3cccc(Cl)c3)c2C(=O)O)cc1	10%
19	COc1ccc(/C=C(/C#N)C(=O)Nc2cccc(C)c2)c(C)c1	3%
20	COc1cc(C)c(/C=C2\C(=O)NC(=S)N(c3ccccc3F)C2=O)cc1C(C)C	23%
21	O=C(NC(=S)Nc1cccc(-c2nc3ccccc3s2)c1)c1cccc(F)c1	27%
22	CN1C(=O)C(=Cc2cccs2)C(=O)N(C)C1=S	4%
23	Cc1ccc(C)c(NC(=S)NC(=O)c2ccc(C)c([N+](=O)[O-])c2)c1	33%
24	CCOC(=O)C(Cc1ccccc1)P(=O)(OCC)OCC (stereo unspecified)	0%
25	COc1ccccc1/C=C/C=N\N1CCN(c2ccc(Cl)cc2)CC1	11%
26	O=C(CN(c1ccc(Cl)cc1)S(=O)(=O)c1ccccc1)Nc1ccccc1C(=O)O	12%
27	COc1ccc(C(=O)N2CCN(Cc3ccc(C(F)(F)F)cc3)CC2)cc1OC	0%
28	COc1ccc(C2CC(=O)C3=C(C2)Nc2ccccc2NC3c2ccc([N+](=O)[O-])cc2)cc1OC (stereo unspecified)	15%
29	CC(Cc1ccccc1)N=Cc1c(O)[nH]c2ccccc12 (stereo unspecified)	0%
30	Cc1cc(Br)cc2c(N=NC(=O)c3ccc([N+](=O)[O-])cc3)c(O)[nH]c12	5%

# Single values from above.
# O=C(CC1SC(=O)NC1=O)Nc1ccccc1NC(=O)CC1SC(=O)NC1=O (stereo unspecified) – RNase H inhibition: 2%
# Cc1nn(Cc2ccccc2)c(C)c1S(=O)(=O)O – RNase H inhibition: 3%

# The listing picks up with the seven entries that preceded the break.
item	canonical_smiles	RNase H inhibition
24	CCOC(=O)C(Cc1ccccc1)P(=O)(OCC)OCC (stereo unspecified)	0%
25	COc1ccccc1/C=C/C=N\N1CCN(c2ccc(Cl)cc2)CC1	11%
26	O=C(CN(c1ccc(Cl)cc1)S(=O)(=O)c1ccccc1)Nc1ccccc1C(=O)O	12%
27	COc1ccc(C(=O)N2CCN(Cc3ccc(C(F)(F)F)cc3)CC2)cc1OC	0%
28	COc1ccc(C2CC(=O)C3=C(C2)Nc2ccccc2NC3c2ccc([N+](=O)[O-])cc2)cc1OC (stereo unspecified)	15%
29	CC(Cc1ccccc1)N=Cc1c(O)[nH]c2ccccc12 (stereo unspecified)	0%
30	Cc1cc(Br)cc2c(N=NC(=O)c3ccc([N+](=O)[O-])cc3)c(O)[nH]c12	5%
31	CCOC(=O)C1=NN(C(=O)c2cccc(Br)c2)C(O)(C(C)(C)C)C1 (stereo unspecified)	4%
32	COc1ccc(C(=O)Oc2ccc(C=C3C(=O)NC(=O)NC3=O)cc2Cl)cc1	27%
33	COc1ccc(C(=O)Nc2cccc(C(C)=O)c2)cc1[N+](=O)[O-]	16%
34	Cc1cccc(/N=C/c2c(O)ccc3ccccc23)n1	12%
35	CC(C)=C(NC(=O)c1ccccc1)C(=O)N1CCCCC1	3%
36	Cc1ccc(NC(=O)COc2cccc(C)c2C)cc1Cl	3%
37	Cc1ccccc1NC(=O)/C(C#N)=C\c1cc(C)n(-c2ccc(N(C)C)cc2)c1C	12%
38	O=C(N/N=C/c1cc(Cc2ccccc2Cl)ccc1O)c1cc(Cl)ccc1O	42%
39	COc1ccc(NC(=O)C2CC2)c2ncccc12	10%
40	Cc1ccccc1C(=O)N1CCCCC1CO (stereo unspecified)	8%
41	COc1ccccc1C(=O)N/N=C(\C)c1cccnc1	0%
42	CCOC(=O)c1c(N/C=C(\C=O)c2nc3cc(Cl)ccc3o2)sc2c1CCCC2	12%
43	O=C(/C=C/c1ccccc1)ON1C(=O)CCC1=O	10%
44	Cc1ccc(S(=O)(=O)Oc2ccc(Br)cc2/C=C2\SC(N)=NC2=O)cc1	9%
45	COC(=O)COc1ccc2c(-c3ccccc3)cc(=O)oc2c1C	0%
46	COc1ccccc1NC(=O)C1=C(C)NC(SCC(=O)Nc2ccc(Br)cc2)=C(C#N)C1c1ccco1 (stereo unspecified)	7%
47	COc1ccccc1/C=N/NC(=O)N/N=C/c1ccccc1OC	5%
48	CCc1cccc(C)c1NC(=O)CSc1nc2ccc(NC(C)=O)cc2s1	11%
49	Oc1c(/C=N/n2cnnc2)cc(Br)c2ccccc12	20%
50	COC(=O)C1=C(C)N=c2s/c(=C/C=C/c3ccccc3)c(=O)n2C1c1ccccc1 (stereo unspecified)	15%
51	FC(F)(F)c1cccc(N2CCN(CCCc3ccccc3)CC2)c1	11%
52	COc1ccc(NC(=O)c2cccc(F)c2)cc1Cl	0%
53	CC(C)COc1ccc(C(=O)N2c3ccccc3CC2C)cc1 (stereo unspecified)	5%
54	N#CCCC1(CCC#N)S(=O)(=O)CC(c2ccccc2)CS1(=O)=O	8%
55	Clc1cccc(OCCCCCCN2CCOCC2)c1	7%
56	CCOc1ccc(C(=O)Nc2ccc(C)cc2[N+](=O)[O-])cc1Cl	0%
57	COC(=O)C1=C(C)NC2=C(C(=O)CC(c3ccc(OC)c(OC)c3)C2)C1c1ccc(OC)c(OC)c1 (stereo unspecified)	0%
58	O=C(Cc1ccc(Cl)cc1)NCc1ccco1	10%
59	CCOC(=O)c1cccc2c1-c1ccccc1C2=O	28%
60	COc1ccccc1/C=C1/N=C(c2sc3ccccc3c2Cl)OC1=O	3%
61	COc1ccc(C2/C(=C(/O)c3ccccc3)C(=O)C(=O)N2c2cccc([N+](=O)[O-])c2)cc1 (stereo unspecified)	0%
62	O=C(Nc1cccc(F)c1)c1ccc(Cl)c(Cl)c1	7%
63	CCCc1c(C)c2cc(C)ccc2[nH]c1=O	0%
64	COc1ccc(S(=O)(=O)N(CC(=O)Nc2ccc(C(C)C)cc2)c2ccc(C)cc2)cc1OC	41%
65	CCOC(=O)C1=C(C)N=c2s/c(=C\c3cn(-c4ccccc4)nc3-c3ccc(Cl)cc3)c(=O)n2C1/C=C/c1ccccc1 (stereo unspecified)	33%
66	NC1=NC(=O)/C(=C/c2ccc(OCc3ccccc3)cc2)S1	12%
67	CC[n+]1ccc(C(O)P(=O)(c2ccccc2)c2ccccc2)cc1 (stereo unspecified)	3%
68	Cc1cccc(-c2cc(C(=O)Nc3cc([N+](=O)[O-])ccc3C)c3ccccc3n2)c1	5%
69	COc1ccc(N(CC(=O)NCc2ccncc2)S(=O)(=O)c2ccc(C)cc2)cc1	8%
70	CCn1c(=O)c(C(=O)NCCN2CCOCC2)c(O)c2ccccc21	0%
71	O=C(COc1ccc(Cl)cc1)Nc1ncc(Cc2cccc3ccccc23)s1	13%
72	COc1ccc(-c2csc(NC(=O)c3cccc(Cl)c3)n2)cc1Br	15%
73	COc1ccc(CNC(=O)C(N)=O)cc1	2%
74	COc1nccnc1NS(=O)(=O)c1ccc(NS(=O)(=O)c2ccc(NC(C)=O)cc2)cc1	0%
75	Cc1c(C#N)c2nc[nH]c(=O)c2n1-c1ccccc1	8%
76	CN1C2=NC(=O)/C(=C/c3ccccc3[N+](=O)[O-])N2c2ccccc21	4%
77	CC(C)=C(NC(=O)c1ccccc1)C(=O)NCCO	9%
78	N#CCN1C(=O)c2ccccc2S1(=O)=O	2%
79	C/C(=N\N=C\c1ccc(N(C)C)cc1)c1cccc([N+](=O)[O-])c1	7%
80	CC(=O)Oc1cc(C)cc2oc(=O)c(Cc3ccccc3)c(C)c12	23%
81	CCN(CC)c1ccc(NC(=O)c2ccc(Br)o2)cc1	6%
82	O=C(CSc1nnnn1-c1ccccc1)Nc1ccc(C(=O)O)cc1	0%
83	Cc1cccc(OCC(=O)Nc2cccc(I)c2)c1	8%
84	O=C(Nc1ccc(OC(F)(F)F)cc1)c1cc(I)ccc1Cl	4%
85	COc1cc(C(=O)Oc2ccc(C(=S)N3CCOCC3)cc2)cc(OC)c1OC	8%
86	COc1cccc(OCCOc2ccc(C(C)(C)C)cc2)c1	10%
87	COc1cccc(CN2CCN(Cc3ccco3)CC2)c1	8%
88	O=C(Cc1ccc(Br)cc1)NCc1ccccc1	6%
89	COc1ccc(Cl)cc1C(=O)N1CCCCC1	17%
90	O=C(NNC(=O)c1cccc(Cl)c1)Nc1ccc(Cl)cc1	3%

# (cont.)
item	canonical_smiles	RNase H inhibition
91	CCOC(=O)C1=C(C)N=c2s/c(=C\c3cccnc3)c(=O)n2C1c1c(OC)ccc2ccccc12 (stereo unspecified)	7%
92	Cc1ccc(-c2csc(NC(=O)c3sc4cc(C)ccc4c3Cl)n2)cc1	14%
93	CCCOc1cccc(C(=O)NC(=S)Nc2cccc(NC(=O)c3ccco3)c2)c1	15%
94	CC(C(=O)O)N1C(=O)/C(=C/c2cccnc2)SC1=S (stereo unspecified)	4%
95	CCOc1ccc(NC2=C(Cl)C(=O)N(c3cccc(Cl)c3Cl)C2=O)cc1	11%
96	CCOC(=O)c1ccc[n+](CC(=O)c2cc3ccccc3oc2=O)c1	12%
97	Clc1cccc(/C=N\N2CCN(c3ccccc3)CC2)c1Cl	11%
98	CCc1nccn1S(=O)(=O)c1cc(Cl)ccc1Br	18%
99	COc1ccc(/C=N/Nc2nc(N3CCOCC3)nc(N3CCOCC3)n2)cc1	15%
100	CCOC(=O)c1ccc(NC(=S)NC(=O)c2ccc(C)c(C)c2)cc1	2%
101	Cc1ccc(C(=O)N/N=C/c2ccccc2O)cc1	14%
102	COC(=O)c1c(C)oc2ccc(OC(=O)c3cccc([N+](=O)[O-])c3)cc12	0%
103	CC1CCN(c2ccc(/C=N/N=C3\NC(=O)CS3)cc2[N+](=O)[O-])CC1	16%
104	CC1CCCN(C(=O)c2ccc(Cl)cc2Cl)C1 (stereo unspecified)	1%
105	Cc1cc(C)n2c(SCc3ccc(Cl)cc3Cl)nnc2n1	0%
106	CCc1ccc2oc(-c3cccc(NC(=S)NC(=O)c4ccc(OC)c(OC)c4)c3)nc2c1	8%
107	COc1cccc(C2=N/C(=C\N(C)C)C(=O)O2)c1	4%
108	O=C(O)CCSc1nc2ccccc2s1	0%
109	Oc1c(N=Nc2cc(C(F)(F)F)ccc2Cl)sc2ccccc12	1%
110	COc1cc(C)ccc1OCCOc1ccc(Cl)cc1C	19%
111	CCOc1cc(/C=C2/C=C(c3ccc(OC)cc3)OC2=O)cc(I)c1OC	5%
112	Cc1ccc(C2Nc3ccccc3C(=O)N2c2ccccc2)cc1 (stereo unspecified)	4%
113	COc1ccc(OCCOc2ccc(Cl)cc2C=C2C(=O)N(C)C(=O)N(C)C2=O)cc1	8%
114	COc1cc(C=Nn2cnnc2)cc(OC)c1OC	0%
115	O=C(NCc1ccc2c(c1)OCO2)C1(S(=O)(=O)c2ccccc2)CC1	2%
116	CCOc1cccc(NC(=O)/C(C#N)=C/c2ccc(-c3ccc([N+](=O)[O-])cc3C)o2)c1	1%
117	COc1cccc(NC(=O)c2cccc3c(Br)cccc23)c1	10%
118	NNC(=O)/C(=C\c1ccco1)NC(=O)c1ccco1	1%
119	CC12CC3CC(C)(C1)CC(CC(N)=O)(C3)C2	6%
120	C(=N\Nc1ccccc1)/c1ccc(N2CCOCC2)cc1	12%
121	COc1cc(/C=N/NC(=O)c2ccc([N+](=O)[O-])cc2)ccc1OC(=O)c1sc2ccccc2c1Cl	5%
122	O=C(Nc1ccc(Cl)cc1)NC1CC1	0%
123	O=C(NCCO)C(=O)Nc1ccc(Cl)c(C(F)(F)F)c1	6%
124	CCOC(=O)c1c(NC(=O)C(Cl)(Cl)Cl)sc2c1CCC2	17%
125	O=C(CC1Sc2ccccc2NC1=O)Nc1ccc(Cl)c(C(F)(F)F)c1 (stereo unspecified)	12%
126	COc1ccc(NC(=O)c2ccc(CN3CCc4ccccc4C3)cc2)cc1OC	0%
127	CCC(=O)Nc1sc2c(c1C(=O)Nc1ccccc1OC)CCC2	8%
128	CCOc1ccc(N=Cc2ccccc2OCc2ccccc2)cc1	0%
129	COc1ccc(/C=C2\SC(=O)N(c3cccc(C)c3)C2=O)cc1	7%
130	COc1ccc([N+](=O)[O-])cc1NC(C)=O	0%
131	N#Cc1ccc(Oc2cccc(N=Cc3ccc(C=Nc4cccc(Oc5ccc(C#N)cc5)c4)cc3)c2)cc1	24%
132	N#C/C(=C\c1cccc(Oc2ccccc2)c1)c1nc(-c2ccccc2)cs1	14%
133	O=C1C(=C2c3ccccc3C(=O)C2C2c3ccccc3Oc3ccccc32)C(=O)c2ccccc21 (stereo unspecified)	22%
134	O=C(COc1ccc(Cl)cc1)NNC(=O)C1CCCCC1	1%
135	Cc1sc(-n2cccc2)c(C(=O)O)c1C	5%
136	Cc1nnc(N/N=C/C=C/c2ccccc2)[nH]c1=O	9%
137	Cc1cc(C)nc(/N=C(/N)Nc2cccc(N)c2)n1	9%
138	CCOc1ccc(C(=O)Nc2cc(C)ccn2)cc1Br	5%
